Source: PubChem (NCI)
All columns: NCI-60 one-dose screen, growth in % after 48 h at 10 µM unless noted; 100 = growth as untreated, 0 = no growth, -100 = all killed.
SF-539 = SF-539 CNS cancer; 81,000 tested, 6.8% active
DU-145 = DU-145 prostate cancer; 81,000 tested, 4.2% active; AID 1794760
SF-295 = SF-295 CNS cancer cells; 79,000 tested, 5.6% active
UO-31 = UO-31 renal cancer; 81,000 tested, 5.2% active; AID 1794768
SN12C = SN12C renal cancer cells. 81,000 tested, 3.8% active
786-0 = 786-0 renal cancer cells; 81,000 tested, 5.1% active
PC-3 = PC-3 prostate cancer cells; 80,000 tested, 3.9% active
TK-10 = TK-10 renal cancer cells. 81,000 tested, 3.9% active
U251 = U251 CNS tumor cells; AID 1794753; 80,000 tested, 5.4% active
* hit, by the source's call; nt = not tested or not shown; [ ] = remark or other dose. How the source made its calls: active means growth percent below 10; inactive means the rest.

(1) C=C(C)[C@@H]1C[C@H](O)Cc2cc(Cl)ccc2N1
(2) CON(C)c1nc(N(C)O)nc(N2CCOCC2)n1
(3) O=C1c2ccccc2C(=O)N1c1nccs1
(4) BrCc1ccc(-c2ccccc2)cc1
(5) Cc1ccc(-c2nc(SCC(=O)N3CCN(c4cc5c(cc4F)c(=O)c(C(=O)O)cn5C4CC4)CC3)nc(Cl)c2C#N)cc1
(6) CCCSc1ccc(NC(=S)Nc2ccc(SCCC)cc2)cc1
(7) Cc1cc(N=C2NC(=O)/C(=C/c3ccco3)S2)no1
(8) Cc1ccc(-n2cc(/C=N/NC(=O)c3ccncc3)c(-c3ccc(S(C)(=O)=O)cc3)n2)cc1
compound no.,1,2,3,4,5,6,7,8
SF-539,91,93,nt,92,100,110,99,92
DU-145,114,107,118,110,106,120,106,97
SF-295,95,103,100,104,97,105,87,102
UO-31,92,66,92,81,82,156,90,80
SN12C,101,103,112,100,96,114,102,89
786-0,106,99,114,102,98,104,101,90
PC-3,nt,83,98,97,99,103,99,82
TK-10,100,101,113,106,104,97,133,118
U251,102,81,106,91,106,94,88,98

(9) CCOc1ccc(OCC)c(Cl)c1
(10) COc1ccc(OC)c(NC(=O)N2CCCC(C)C2)c1 (stereo not drawn)
(11) COC(=O)[C@H](Cc1cn(C)cn1)NC(=O)[C@H](C)NC(=O)Nc1cc(C(F)(F)F)cc(C(F)(F)F)c1
(12) O=C(Nc1cccnc1)[C@H](O)[C@@H](O)C(=O)N1CCOCC1
(13) CCOC(=O)CC1CSC(Nc2cccc(C(F)(F)F)c2)=N1 (stereo not drawn)
(14) CC(CCc1ccccn1)C(=O)c1ccccc1 (stereo not drawn)
(15) Nc1nonc1-n1nnc(C(=O)N2CCOCC2)c1-c1ccccc1
(16) COc1cc2cc3c(nc2cc1OC)CCN3Cc1ccc(NC(=O)Nc2ccc(F)cc2)cc1
compound no.,9,10,11,12,13,14,15,16
SF-539,109,93,-95*[100 µM],110,105,104,99,89
DU-145,108,119,-80*[100 µM],111,112,108,117,114
SF-295,145,104,-82*[100 µM],99,111,105,107,96
UO-31,88,73,-93*[100 µM],84,94,91,92,63
SN12C,114,103,-82*[100 µM],96,96,102,104,95
786-0,95,92,-81*[100 µM],99,112,104,91,100
PC-3,121,92,-84*[100 µM],95,96,99,102,80
TK-10,113,126,-96*[100 µM],104,100,104,90,127
U251,111,97,-94*[100 µM],91,97,108,100,112

(17) O=C(C[n+]1ccccc1Cl)c1ccc2c(c1)CCCC2
(18) CN(C)CCCn1c2nc(=O)[nH]c(=O)c-2nc2cc(Cl)c(Cl)cc21
(19) N#C/C(=C\c1ccccc1Cl)c1ccccc1
(20) Cc1cc(C(C)(C)C)cc(C=O)c1O
(21) CCCCSc1nc(NCCc2c[nH]c3ccccc23)c(C#N)c(-c2ccc(F)cc2)n1
(22) c1ccc(CCCCc2ccncc2)cc1
(23) O=S(=O)(Nc1cccc(S(=O)(=O)N2CCCCC2)c1)c1ccc(Cl)cc1
(24) CC(CC#N)OC(=O)c1cccc([N+](=O)[O-])c1 (stereo not drawn)
compound no.,17,18,19,20,21,22,23,24
SF-539,98,105,109,100,65,98,107,99
DU-145,97,115,101,109,66,106,102,118
SF-295,99,99,103,100,62,115,106,101
UO-31,94,81,79,99,56,114,85,92
SN12C,101,70,95,100,nt,92,95,101
786-0,76,103,94,92,72,93,111,100
PC-3,87,60,93,79,29,101,112,101
TK-10,93,80,106,92,107,104,133,nt
U251,98,55,93,92,46,107,100,99

Six compounds from above, showing only UO-31, SF-295 and SF-539:
| no. | SMILES | UO-31 | SF-295 | SF-539 |
| --- | --- | --- | --- | --- |
| 19 | N#C/C(=C\c1ccccc1Cl)c1ccccc1 | 79 | 103 | 109 |
| 20 | Cc1cc(C(C)(C)C)cc(C=O)c1O | 99 | 100 | 100 |
| 21 | CCCCSc1nc(NCCc2c[nH]c3ccccc23)c(C#N)c(-c2ccc(F)cc2)n1 | 56 | 62 | 65 |
| 22 | c1ccc(CCCCc2ccncc2)cc1 | 114 | 115 | 98 |
| 23 | O=S(=O)(Nc1cccc(S(=O)(=O)N2CCCCC2)c1)c1ccc(Cl)cc1 | 85 | 106 | 107 |
| 24 | CC(CC#N)OC(=O)c1cccc([N+](=O)[O-])c1 (stereo not drawn) | 92 | 101 | 99 |

New compounds follow.
(25) CC(C)C(C)/C=C\C(C)C1CCC2C3=CC=C4CC(O)CCC4(C)C3CCC21C (stereo not drawn)
(26) FC(F)(F)c1ccc(CNc2ccc(Cc3c[nH]c4ncc(Cl)cc34)cn2)cn1
(27) N#CC1=C(SCC(=O)NC2CCCCC2)NC(=O)CC1c1ccccc1F (stereo not drawn)
(28) O=C(Nc1ccc(-c2nc3ccc(NC(=O)c4ccc(Cl)cc4)cc3[nH]2)cc1)c1ccc(Cl)cc1
(29) COC(=O)Nc1ccc(NC(=O)OC)cc1
(30) O=C1[C@@H](Oc2ccc(Cl)cc2)[C@]2(C3CCCCC3)c3ccsc3CCN12
(31) CNc1nc2c(s1)C(c1ccc(F)cc1Cl)CC(=O)N2 (stereo not drawn)
(32) COc1ccc(-c2cc(-c3cc(OC)c(OC)c(OC)c3)c(C#N)c(=O)n2CCCCC(=O)O)cc1
compound no.,25,26,27,28,29,30,31,32
SF-539,106,19,108,-68*,106,102,94,94
DU-145,109,61,116,44,110,95,100,98
SF-295,105,14,83,-68*,100,97,98,95
UO-31,85,11,101,-5.9*,88,82,74,66
SN12C,108,52,101,24,104,88,90,91
786-0,101,-49*,91,-23*,93,79,93,98
PC-3,93,18,99,38,78,68,94,91
TK-10,106,18,104,-28*,94,93,100,112
U251,96,18,105,2.0*,99,81,91,92

(33) CCCCN(CCCC)C(=O)OCC
(34) O=C(N/N=C/c1ccc2c(c1)OCO2)c1cnn2c1NC(c1ccccc1)C2 (stereo not drawn)
(35) CC(C)C(C(=O)O)n1c(O)c(C=C2N=c3ccccc3=N2)sc1=S (stereo not drawn)
(36) O=C(Cn1c[n+](CC(=O)c2ccc(F)cc2)c2ccccc21)Nc1cccc2cccnc12
(37) FC(F)(F)c1ccc2nc[nH]c2c1
(38) COc1ccc(Cc2ccc(N(C)C)c(Cl)c2)cc1
(39) CCn1c(SC/C(=N/O)c2ccc(C)cc2)nnc1-c1ccncc1
(40) O=[n+]1c2ccccc2n([O-])c2cc(Cl)ccc21
compound no.,33,34,35,36,37,38,39,40
SF-539,91,59,92,91,93,109,105,53
DU-145,105,61,121,105,111,105,104,95
SF-295,97,47,97,96,99,111,101,63
UO-31,93,67,76,84,84,72,90,56
SN12C,105,74,100,84,114,96,100,62
786-0,99,79,93,nt,107,91,101,32
PC-3,100,50,104,88,95,89,98,50
TK-10,102,70,97,100,111,123,104,102
U251,95,70,96,89,101,90,97,nt

(41) O=C1CCC(N2C(=O)c3cccc(NCCCOCCOCCOCCCNc4cccc5c4C(=O)N(C4CCC(=O)NC4=O)C5=O)c3C2=O)C(=O)N1 (stereo not drawn)
(42) COc1ccc(-c2nn(-c3cccc(Cl)c3)cc2/C=C/C(=O)c2ccc(Br)cc2)cc1
(43) CN(C)c1ncnc2c1ncn2C
(44) S=C(c1ccc2c(c1)OCO2)N1CCN(c2ccc(Cl)cc2)CC1
(45) CC1=NN(c2ccccc2)C(=O)C1N=Nc1ccccc1O (stereo not drawn)
(46) Cn1c(=O)c2[nH]c(C(F)(F)C(F)(F)C(F)(F)F)nc2n(C)c1=O
(47) CC(C)N1CN2C(=S)NC3C2N(C1)C(=S)N3C (stereo not drawn)
(48) Cc1c(/C=N/NC(N)=S)c(=O)n(-c2ccccc2)n1C
compound no.,41,42,43,44,45,46,47,48
SF-539,96,94,99,97,105,101,109,91
DU-145,111,98,104,115,108,106,104,109
SF-295,nt,107,103,113,101,104,98,92
UO-31,87,78,90,86,88,93,96,89
SN12C,101,87,99,104,102,97,98,102
786-0,104,90,102,93,106,93,99,100
PC-3,99,91,100,86,89,99,98,91
TK-10,118,124,100,95,102,90,97,86
U251,98,92,100,95,105,96,101,92

Arranged by molecular weight (high to low): part of the list above.
(41) O=C1CCC(N2C(=O)c3cccc(NCCCOCCOCCOCCCNc4cccc5c4C(=O)N(C4CCC(=O)NC4=O)C5=O)c3C2=O)C(=O)N1 (stereo not drawn)
(44) S=C(c1ccc2c(c1)OCO2)N1CCN(c2ccc(Cl)cc2)CC1
(46) Cn1c(=O)c2[nH]c(C(F)(F)C(F)(F)C(F)(F)F)nc2n(C)c1=O
(47) CC(C)N1CN2C(=S)NC3C2N(C1)C(=S)N3C (stereo not drawn)
compound no.,41,44,46,47
SF-539,96,97,101,109
DU-145,111,115,106,104
SF-295,nt,113,104,98
UO-31,87,86,93,96
SN12C,101,104,97,98
786-0,104,93,93,99
PC-3,99,86,99,98
TK-10,118,95,90,97
U251,98,95,96,101

Remaining list, next part.
(49) O=C(Oc1ccc(-c2ccccc2)cc1)c1ccccc1C(=O)c1ccccc1
(50) N#CCc1cccc2ccccc12
(51) COc1ccc(C(=O)/C=C/c2sc(Cl)nc2Cl)cc1
(52) O=C(Sc1ccccc1C(=S)S)c1ccccc1
(53) O=[N+]([O-])c1ccc(N=Cc2ccccc2)cc1
(54) C[n+]1c2ccccc2cc2ccccc21
(55) Cc1ccc(N(N)C(N)=O)cc1
(56) O=c1cc(S(=O)(=O)Cc2ccccc2)[nH]c(=O)[nH]1
(57) N=C(N)n1ncc2c1CCCC2=O
(58) N#Cc1ccc(S(=O)(=O)O)c2ccccc12
compound no.,49,50,51,52,53,54,55,56,57,58
SF-539,94,101,-20*,95,97,108,97,154,102,104
DU-145,122,123,62,107,nt,106,107,119,108,110
SF-295,95,123,52,105,95,96,97,120,103,103
UO-31,100,92,52,89,75,83,83,94,93,97
SN12C,109,110,18,101,99,96,108,110,107,94
786-0,106,109,18,105,93,98,100,101,103,96
PC-3,75,91,52,101,87,93,104,100,97,93
TK-10,113,98,104,110,100,94,100,114,101,118
U251,100,108,16,103,98,100,117,109,101,103
